NPY-Y1 PAM-ag: potentiators or agonists of human neuropeptide Y receptor Y1; P25929; NPY-Y1 expressing cells, potentiator/agonist activation; activation, % at 3.6 µM; 220,000 compounds, 0.37% hits; AID 1304; in the data active = activation above about 33%, passing the limit was not always enough;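 also: cells stimulated with NPY at EC10 then isoproterenol at EC100; 0% = low agonist plus stimulus and 100% = saturating agonist plus stimulus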
NPY2 pot ag: potentiates or activates human NPY-Y2 receptor. P49146. cells expressing NPY-Y2, potentiator/agonist read-out. AID 1359. activation, % at 3.6 µM. 220,000 compounds, 0.45% hits; in the data active = activation above about 27%;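 also: cells stimulated with NPY near EC25 plus isoproterenol at EC100; 0% = vehicle plus submaximal agonist and 100% = vehicle plus saturating agonist; some results beyond the cut were filed as inactive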
Target sequence (P49146 whole entry, looked up): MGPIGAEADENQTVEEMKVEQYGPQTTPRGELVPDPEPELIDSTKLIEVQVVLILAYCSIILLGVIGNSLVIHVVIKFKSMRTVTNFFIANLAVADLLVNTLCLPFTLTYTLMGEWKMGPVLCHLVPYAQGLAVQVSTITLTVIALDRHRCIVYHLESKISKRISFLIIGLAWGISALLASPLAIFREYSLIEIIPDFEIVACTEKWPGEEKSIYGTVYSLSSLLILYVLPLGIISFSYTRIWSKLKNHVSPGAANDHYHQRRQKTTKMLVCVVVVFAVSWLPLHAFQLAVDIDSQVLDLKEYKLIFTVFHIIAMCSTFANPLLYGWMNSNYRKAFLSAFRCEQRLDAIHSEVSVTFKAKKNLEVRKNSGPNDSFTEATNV
NPY Y1 blocker: antagonists of human neuropeptide Y receptor Y1; HEK293-CNG Y1 cells, membrane potential fluorescence; NPY at EC95, then isoproterenol; inhibition, % at 3.6 µM; 200,000 compounds, 1% hits; AID 1040;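 active = inhibition above the campaign mean inhibition of all tested compounds plus 3 SD, cut at about 20% in these data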;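 also: 0% = DMSO wells given NPY plus isoproterenol and 100% = isoproterenol alone without NPY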
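Material: Y1- and CNG-channel-expressing HEK293 cells / Probe or stimulus: NPY 25 nM then isoproterenol 1 µM plus Ro 20-1724 25 µM / Doses: 3.6 µM single dose, DMSO 0.4% / Schedule: compound incubation 1 h at room temperature, readout 45 min post-stimulation / Signal: membrane potential fluorescence / Benchmarks: isoproterenol-only wells as full block versus NPY-plus-isoproterenol wells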
S1P4 agonist: human S1P4 receptor agonism; O95977; AID 1509; activation, % at 4.98 µM; S1P4-expressing cell line, agonist reporter assay; 220,000 compounds, 0.35% hits; in the data active = activation above about 11%;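 also: 0% = DMSO vehicle and 100% = reference agonist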
Target sequence (O95977 whole entry, looked up): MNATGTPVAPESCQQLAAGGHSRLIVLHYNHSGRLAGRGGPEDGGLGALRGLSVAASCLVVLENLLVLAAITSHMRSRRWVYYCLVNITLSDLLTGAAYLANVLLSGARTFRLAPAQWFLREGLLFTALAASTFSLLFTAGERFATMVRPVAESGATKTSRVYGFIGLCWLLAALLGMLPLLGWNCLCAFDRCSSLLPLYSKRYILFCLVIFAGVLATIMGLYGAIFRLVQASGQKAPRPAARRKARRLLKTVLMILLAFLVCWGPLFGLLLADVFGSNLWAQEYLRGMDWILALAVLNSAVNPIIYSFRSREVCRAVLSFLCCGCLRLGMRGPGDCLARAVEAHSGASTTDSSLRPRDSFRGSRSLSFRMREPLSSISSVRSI
S1P4 antagonist: blocks the human S1P4 receptor. 220,000 compounds, 0.26% hits. S1P4-expressing cells, antagonist mode, reporter read-out. O95977. inhibition, % at 4.98 µM; in the data active = inhibition above about 29%;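 also: 0% = wells stimulated with agonist and 100% = vehicle wells without agonist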
RBBP9 inhibitor: inhibitors of human serine hydrolase RBBP9; 220,000 compounds, 0.2% hits; O75884; recombinant RBBP9, FP-Rh probe fluorescence polarization; inhibition, % at 7.94 µM;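 active = inhibition above the campaign mean of all tested compounds plus 3 SD, cut at about 14% in these data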;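 also: plate controls were DMSO wells with RBBP9 for no effect and wells lacking RBBP9 protein for full effect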
Target sequence (O75884 whole entry, looked up): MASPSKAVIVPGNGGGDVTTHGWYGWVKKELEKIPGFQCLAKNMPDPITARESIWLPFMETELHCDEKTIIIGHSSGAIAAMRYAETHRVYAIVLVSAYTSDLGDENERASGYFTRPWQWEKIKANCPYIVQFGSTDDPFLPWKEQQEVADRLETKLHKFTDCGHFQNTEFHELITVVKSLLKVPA
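Controls: DMSO-treated enzyme wells and wells lacking RBBP9 | Material: RBBP9 protein | Technique: Fluorescence polarization | Replication: Single well per compound, no replicates | Buffer or medium: Tris-NaCl-Pluronic buffer, pH 8.0 | Timing: 30 min compound preincubation, 45 min probe labeling, 25 °C | Read-out basis: Percent inhibition from mP, scaled between DMSO and no-protein wells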
Ba/F3 V617F tox: reduce viability of Ba/F3 cells dependent on JAK2V617F; 220,000 compounds, 1.1% hits; AID 1446; inhibition, % at 5.6 µM; Ba/F3 EpoR-JAK2V617F viability, ATP luminescence;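 active = inhibition above the campaign mean plus 3 SD over all tested compounds, cut at about 24% in these data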;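 also: cytokine-independent growth of Ba/F3 cells driven by EpoR plus mutant JAK2; 0% = DMSO-treated cells and 100% = JAK inhibitor I control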
Runt-CBFb FRET: blocks binding of human RUNX1 Runt domain to CBFb; Q01196+Q13951; Cerulean-Runt/Venus-CBFb FRET ratio 530/480, 1 h; inhibition, % at 20 µM; 220,000 compounds, 0.46% hits; AID 1496;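 active = inhibition over about 50% at 20 µM in the single-dose screen, limit read from the data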;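 also: 0% = DMSO wells and 100% = excess unlabeled CBFb competitor control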
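Buffer or medium: Tris pH 7.5 buffer with BSA. Assay system: Cerulean-labeled Runt domain protein. Amount: each fluorescent fusion protein 100 nM. Read-out basis: loss of energy transfer signal. Incubation: 1 h compound exposure, room temperature. Probe or stimulus: Venus-CBFb binding partner, 100 nM. Detection: FRET, excitation 422 nm, emission at 530 and 480 nm.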
BaF3 parental: reduces parental Ba/F3 cell viability, JAK2V617F counter-screen; inhibition, % at 5.6 µM; 220,000 compounds, 1.1% hits; CellTiter-Glo ATP luminescence;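 active = inhibition above a per-campaign cutoff, the mean inhibition of all tested compounds plus 3 SD, cut at about 27% in these data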;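 also: 0% = DMSO wells and 100% = JAK Inhibitor I control wells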
* = called active by the depositor; . = not tested or not shown.

SMILES	NPY-Y1 PAM-ag	NPY2 pot ag	NPY Y1 blocker	S1P4 agonist	S1P4 antagonist	RBBP9 inhibitor	Ba/F3 V617F tox	Runt-CBFb FRET	BaF3 parental
CC(C(=O)Nc1ccccc1C(=O)N1CCOCC1)N(c1ccccc1)S(C)(=O)=O (centres undefined)	-11	-4	-1	0.1	-20	-5	1	-1	2
CCOCCCNCc1cc(Cl)ccc1OCC	3	1	8	-0.8	-2	-4	-1	2	5
CC(C)(C)OC(=O)N1CCCC1C(=O)NC(Cc1ccccc1)C(=O)O (centres undefined)	4	-6	1	-1.5	-18	-3	-1	-2	2
COc1ccc(C(=O)COC(=O)CNC(=O)c2cc(OC)cc(OC)c2)cc1	6	0	-1	0.4	-1	-4	2	-2	5
Cc1nnc(SC(C)C(=O)NC2CCCc3ccccc32)n1-c1ccccc1 (centres undefined)	7	14	5	-0.7	-2	-6	-1	-1	3
N#C/C(=C(/O)CCl)c1nc(-c2ccccc2)cs1	-8	-10	.	1.6	-10	-8	-2	6	1
C#CCn1c(=NC(=O)CSCC(=O)N2CCOCC2)sc2ccccc21	-16	-1	0	0.6	-2	1	-3	-3	-2
COc1ccccc1N(CC(=O)N1CCCCC1)S(=O)(=O)c1ccccc1	5	6	-7	0.8	-3	-3	0	2	2
COCCSc1nc2c(c(=O)[nH]c(=O)n2C)n1CCC(C)C	-1	1	-2	0.2	-23	-4	0	2	3
c1ccc2c(c1)CCCC2C1=NCCN1 (centres undefined)	6	4	1	0.1	-4	-8	-5	-1	0
CC1CN(C(=O)CSc2nc(-c3ccc(F)cc3)cs2)CC(C)O1 (centres undefined)	29	10	3	0.2	-15	4	-1	3	3
CC1CCCN(c2nc(N(C)c3ccccc3)nc(N)c2[N+](=O)[O-])C1 (centres undefined)	4	3	.	0.1	3	-1	-4	-1	-1
Cn1cnnc1SC1c2cccc3cccc(c23)C1NS(=O)(=O)c1ccc(Cl)cc1 (centres undefined)	14	1	-1	-1.8	-11	-8	-2	-2	3
O=C1OC(N2CCN(C/C=C/c3ccccc3)CC2)c2ccccc21 (centres undefined)	-8	-6	1	1.7	-3	-10	-2	1	-1
O=C(N/N=C/c1cccc([N+](=O)[O-])c1)c1cc(-c2ccc3c4c(cccc24)CC3)n[nH]1	2	24	-5	0.8	-3	-2	-3	-3	-2
CC(C)C[C@H](NS(=O)(=O)c1ccc(Br)cc1)C(=O)O	-22	-26	5	0.6	-14	7	-2	3	6
COc1cc2c(cc1OC)CN(c1nc(CN3CCOCC3)nc3sc4c(c13)CCC(C)C4)CC2 (centres undefined)	-88	-21	8	-0.1	-1	-5	6	-1	7
COc1cc(OC)cc(C(=O)N[C@H](C(=O)Nc2cccc(S(=O)(=O)N3CCCC3)c2)C(C)C)c1	-19	-10	.	-0.7	-24	-4	6	2	1
COCCN1C(=O)N[C@@H](c2ccc(Br)cc2)C(C(C)=O)=C1C	-15	6	-1	0.9	-3	-5	-1	-1	11
O=C(N/N=C/c1ccccc1Cl)c1n[nH]c2c1CCCC2	3	-6	1	0.8	-9	-9	1	0	4
O=C(NCCN1C(=O)S/C(=C\c2ccccc2)C1=O)c1cc(S(=O)(=O)N2CCOCC2)c(Cl)cc1Cl	-17	0	-3	4.7	-20	-5	-1	-3	3
Cc1cc(C(N)=O)c2cc(Br)ccc2n1	-9	-4	0	0.6	-25	-6	2	0	1
COc1ccccc1NC(=S)NNC(=S)Nc1ccc(OC(F)F)cc1	11	-4	-1	0.9	-4	-7	0	7	3
CCOC(=O)CSc1nc2ccsc2c(=O)[nH]1	-11	-2	8	1.7	-28	-2	2	1	0
Oc1c(Br)cc(Br)cc1C=Nc1ccc2[nH]ncc2c1	13	-8	.	-0.9	-11	-7	-4	-18	0

The listing continues:
SMILES	NPY-Y1 PAM-ag	NPY2 pot ag	NPY Y1 blocker	S1P4 agonist	S1P4 antagonist	RBBP9 inhibitor	Ba/F3 V617F tox	Runt-CBFb FRET	BaF3 parental
CCOC(=O)CNC(=O)c1cn(CC(C)C)c(=O)c2cc(OC)c(OC)cc12	17	-4	0	0.7	-1	0	3	0	1
COC(=O)c1sc(NC(=O)CSc2nnnn2-c2ccc(C)cc2C)nc1C	-11	-4	-5	-0.8	1	3	-1	-4	-2
CC1(C)C(=O)Nc2ccccc2N1C(=O)COC(=O)c1cc(S(=O)(=O)N2CCOCC2)ccc1F	0	-11	8	0.1	-35	-8	2	0	3
Cc1nc2cc(-c3cccc(F)c3)nn2c(C)c1CCC(=O)NC(C)c1ccc2c(c1)OCCO2 (centres undefined)	2	4	-1	1.1	-31	-5	2	-4	10
C/C(CC(=O)Nc1ccc(N(C)C)cc1)=N\NC(=O)c1ccncc1	-18	-2	-3	2.7	-21	-8	-4	1	0
CCN(c1ccccc1)S(=O)(=O)c1ccc(Cl)c(NC(=O)CN(C)C2CCN(C)CC2)c1	-34	-21	.	1.1	2	-7	2	-2	2
COC(=O)C1=C(C)NC2=C(C(=O)CC(C)(C)C2)C1c1ccsc1 (centres undefined)	4	-17	-3	-0.8	-10	-2	3	7	7
Cc1cccc(NC(=O)CSc2nnc(Cn3nnc(-c4ccccc4)n3)n2-c2ccccc2)c1	-22	7	-4	2.9	-44	0	-3	3	4
c1cc2c3c(cccc3c1)C(N1CCN(C3=Nc4cccc5cccc3c45)CC1)=N2	-4	11	-2	0.7	-18	-3	-3	.	1
CCOC(=O)N1CCN(C(=O)c2cnn3c(C(F)(F)F)cc(-c4cccs4)nc23)CC1	-9	1	5	0.1	-26	-11	-1	2	3
O=S(=O)(Nc1ccc2nc(-c3ccc(Br)o3)[nH]c2c1)c1ccccc1	-5	-2	13	2.1	-4	-8	-1	14	4
c1ccc2c(c1)CC/C2=N/Nc1nc2ccccc2[nH]1	-37	-11	26*	0.2	-9	1	0	0	3
COc1ccccc1-c1c(C)oc2c(CN3CCN(C)CC3)c(O)ccc2c1=O	1	-6	8	1.2	-16	-1	-2	-2	4
CC(=O)Nc1ccc(N/C=C(\C=O)c2nc3ccccc3o2)cc1	-7	-11	1	0.9	-22	-6	5	11	8
COC(=O)Cn1nc(-c2ccc(C)cc2)c2ccccc2c1=O	3	1	1	1.0	9	-2	0	0	3
COC(=O)c1c[nH]c(=O)c2ccccc12	10	-1	1	1.3	5	-10	1	1	11
Cc1nn2c(=O)c3c4c(sc3nc2n1-c1ccccc1)COC(C)(C)C4	-9	-21	.	-0.8	-4	-4	3	-1	-1
Cc1cccc(NC(=O)C2C(C(=O)O)C3C=CC2C32CC2)c1C (centres undefined)	4	5	3	0.1	-6	-2	-3	-1	2
COc1ccccc1N1CCN(C(=O)c2cccc3c(=O)c(C)c(-c4ccccc4)oc23)CC1	-29	-8	17	1.2	-9	-2	6	-10	3
COC(=O)CC1=NN(c2nc(C)cc(C)n2)C(=O)C1	-7	-11	3	1.2	-14	1	0	3	6
CC1CCC/C(=N\NC(=O)COc2ccccc2Cl)C1 (centres undefined)	0	-10	6	-1.1	7	-8	2	-2	8
COC(=O)c1c(C)oc2c1cc(NS(=O)(=O)c1cccs1)c1ccccc12	10	-4	3	-0.7	1	-3	-2	4	4
CN1CCN(NC(=O)c2cc([N+](=O)[O-])cc([N+](=O)[O-])c2)CC1	8	6	2	0.8	-15	-5	1	-3	3
COc1ccc2c(c1)CCc1sc(NC(=O)c3ccco3)nc1-2	-1	-9	0	1.1	-14	-1	-3	12	6
COc1ccccc1NC(=S)NNC(=O)c1ccc(O)cc1	-3	8	-2	-0.3	-18	3	-2	7	2

Compounds listed so far containing a furan ring, fused or not, in the order listed:
SMILES	NPY-Y1 PAM-ag	NPY2 pot ag	NPY Y1 blocker	S1P4 agonist	S1P4 antagonist	RBBP9 inhibitor	Ba/F3 V617F tox	Runt-CBFb FRET	BaF3 parental
O=S(=O)(Nc1ccc2nc(-c3ccc(Br)o3)[nH]c2c1)c1ccccc1	-5	-2	13	2.1	-4	-8	-1	14	4
COC(=O)c1c(C)oc2c1cc(NS(=O)(=O)c1cccs1)c1ccccc12	10	-4	3	-0.7	1	-3	-2	4	4
COc1ccc2c(c1)CCc1sc(NC(=O)c3ccco3)nc1-2	-1	-9	0	1.1	-14	-1	-3	12	6

Further structures:
SMILES	NPY-Y1 PAM-ag	NPY2 pot ag	NPY Y1 blocker	S1P4 agonist	S1P4 antagonist	RBBP9 inhibitor	Ba/F3 V617F tox	Runt-CBFb FRET	BaF3 parental
CC(C)NC(=O)/C(=C/c1cn(-c2ccccc2)nc1-c1cccc([N+](=O)[O-])c1)NC(=O)c1ccccc1	0	3	13	1.6	-4	5	-2	-2	2
CC1=NC(=O)C(N=Nc2cccc(C(=O)O)c2)N1c1ccccc1 (centres undefined)	-6	6	0	-1.6	-1	-3	0	-5	4
CC(C)c1onc(C(=O)NCc2cccs2)c1[N+](=O)[O-]	5	-7	-2	0.3	-18	-4	-3	0	0
COC(=O)C1CCN(C(=O)CN2C(=O)NC(CCc3ccccc3)C2=O)CC1 (centres undefined)	16	11	2	1.1	-6	0	-1	-1	7
CCOC(=O)C(C)Sc1nc(-c2ccccc2)nc2ccc(F)cc12 (centres undefined)	4	10	4	-1.6	-7	-2	-1	-4	6
CCCC(=O)c1cc2ccccc2oc1=O	6	2	-2	-0.1	-3	-3	0	-1	2
Cc1cc(NC(=O)Nc2ccc(C)c(C)c2)no1	-22	7	-3	0.6	-15	-13	5	0	5
Cc1cc(CNC(=O)c2cc(-c3ccccc3)nc3ccccc23)nn1C	-11	0	4	-0.6	-5	0	3	0	2
CCN(C(=O)c1cccc(Br)c1)c1ccccc1	-1	-6	-3	1.3	-28	-4	0	-7	0
CCC(C)(C)c1nnc(NC(=O)c2ccc([N+](=O)[O-])cc2)s1	-6	17	1	-3.6	-4	-1	-3	1	5
CCOC(=O)c1c(NC(=O)CCN2CCOCC2)sc2c1CC(C)(C)OC2	-4	10	6	0.7	-17	6	-2	-3	4
O=C(Nc1ccccc1)NC(Cc1ccc(O)cc1)C(=O)O (centres undefined)	9	-2	-6	1.5	8	-7	-3	0	4
CCOC(=O)/C(=C\c1cn(C)c2ccccc12)[N+](=O)[O-]	-23	-1	-2	0.7	-3	-7	3	1	9
c1ccc(COCCN2CCN(CCOCc3ccccc3)CC2)cc1	-19	1	-3	-1.3	-4	0	-5	4	3
Cn1c(=O)c2c(nc(SCCCC#N)n2Cc2ccccc2F)n(C)c1=O	-14	6	3	-0.4	-4	-6	-1	0	-2
O=C(Nc1nccs1)c1cn(-c2ccccc2)nc1-c1ccncc1	16	17	-6	-0.6	8	-11	0	-2	7
Cc1ccc(Sc2nc(C)cc(C)c2S(C)(=O)=O)cc1	-19	-15	5	-1.8	-4	-3	3	0	7
Cc1ccc(NC(=O)c2ccc([N+](=O)[O-])cc2Cl)nc1	6	12	5	-0.7	2	-2	1	2	2
Cc1ccccc1NC(=S)NC(NC(=O)c1ccccc1C)C(Cl)(Cl)Cl (centres undefined)	7	17	13	-2.0	1	-4	2	.	1

From PubChem BioAssay
